SUMO HTRF inh: inhibitors of human SUMOylation (UBC9) | HTRF SUMOylation assay, SAE1/SAE2 + UBC9, in vitro | inhibition, % at 35 µM | P63279 | actives 0.36% (n = 290,000); in the data active = inhibition above about 50%, passing the limit was not always enough; also: strong numbers were not always called active
Target sequence (P63279 whole entry, looked up): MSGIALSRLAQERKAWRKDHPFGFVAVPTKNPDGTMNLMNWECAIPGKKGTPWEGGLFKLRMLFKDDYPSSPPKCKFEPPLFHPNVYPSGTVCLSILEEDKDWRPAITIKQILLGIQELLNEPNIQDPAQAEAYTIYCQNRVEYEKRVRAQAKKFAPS
VIM-2 inhibitor: blocks Pseudomonas aeruginosa VIM-2 metallo-beta-lactamase; actives 0.89% (n = 290,000); purified VIM-2, nitrocefin hydrolysis, epi-absorbance fluorescence; inhibition, % at 5.6 µM;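 active = inhibition above the mean of all tested compounds plus 3 SD, cutoff set per screening run, cut at about 7.5% in these data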;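 also: red hydrolysis product quenches plate fluorescence so inhibitors raise well fluorescence; 0% = enzyme with DMSO and 100% = DMSO without enzyme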
MEKK2 WT-MEK5: raises or lowers MEK5 binding to wildtype human MEKK2 PB1 domain | binding response (% of control), % at 10 µM | bead flow cytometry, Alexa488-MEK5 binding to MEKK2 WT; actives lie on both sides | actives 1.1% (n = 290,000); in the data active = binding response below about 67% or above about 130%
MEKK2 mut-MEK5: signal of MEK5 binding to mutant human MEKK2 PB1 domain. percent response, % at 10 µM. bead flow cytometry, Alexa488-MEK5 binding to MEKK2 mutant. actives 0.35% (n = 290,000); in the data active = percent response above about 24%, passing the limit was not always enough; also: inactives centre near 1; some results filed as inactive read as strong as hits
M18AAP inhibitor: PfM18AAP enzyme inhibition; AID 1822; actives 1.2% (n = 290,000); recombinant PfM18AAP, H-Glu-NHMec fluorogenic cleavage; inhibition, % at 7.35 µM;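 active = inhibition above the campaign mean inhibition over all tested compounds plus 3 SD, cut at about 28% in these data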;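 also: 0% = plate median of test compound wells and 100% = 2 mM ZnCl2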
HCV NS3 hel inh: HCV NS3 helicase inhibition; actives 0.56% (n = 290,000); AID 1800; NS3 helicase DNA unwinding, Cy5 molecular beacon fluorescence; inhibition, % at 10.9 µM;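 active = inhibition above the mean of all tested compounds plus 3 SD, set per campaign, cut at about 35% in these data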;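 also: 0% = DMSO wells and 100% = thioflavine S control wells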
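Measured by: Cy5 fluorescence, 0 and 60 min reads / Assay system: NS3 helicase fragment of HCV / Control set: low DMSO, high thioflavine S at 110 µM / Times: 1 h reaction at 25 °C, ATP-initiated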
NALP1 inh: blocks the NALP1 inflammasome reconstituted in yeast | actives 0.61% (n = 280,000) | inhibition, % at 10 µM | S. cerevisiae NALP1/ASC/caspase-1 growth, X-gal OD620, 72 h; in the data active = inhibition mostly above about 24%, no sharp cut-off; inactive = mostly below about 32%; also: some compounds called inactive have numbers as strong as hits
IMP-1 inhibitor: blocks Pseudomonas aeruginosa IMP-1 metallo-beta-lactamase. actives 0.45% (n = 290,000). purified IMP-1, nitrocefin hydrolysis, epi-absorbance fluorescence. AID 1556. inhibition, % at 5.6 µM;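 active = inhibition above the mean plus 3 SD of all compounds in the same screening run, cut at about 4.5% in these data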;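 also: 0% = IMP-1 with DMSO and 100% = DMSO wells lacking enzyme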
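Test system: recombinant IMP-1 enzyme, purified / Medium: HEPES buffer pH 7.1 with ZnSO4 and Brij 35 / Doses: single dose, 5.6 µM / Times: 25 °C, 15 min preincubation, 25 min reaction / Detection: Epi-absorbance via hydrolysed-nitrocefin quenching of white-plate fluorescence, 480/530 nm, EDTA stop / Evaluation: percent inhibition from optical density relative to buffer-blank wells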
DNA FID counter: counter-screen for HCV NS3 helicase inhibitors: DNA intercalator displacement | DNA fluorescent intercalator displacement, fluorescence | inhibition, % at 7.9 µM | actives 0.17% (n = 290,000) | AID 1845; in the data active = inhibition above about 37%;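 also: 0% = vehicle and 100% = reference compound; higher means more ethidium bromide displaced from hairpin DNA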
Numbers without * were called inactive; . = not tested or not shown.

item	SMILES	SUMO HTRF inh	VIM-2 inhibitor	MEKK2 WT-MEK5	MEKK2 mut-MEK5	M18AAP inhibitor	HCV NS3 hel inh	NALP1 inh	IMP-1 inhibitor	DNA FID counter
1	CCOc1ccc(NC(=O)CN(C)C(=O)c2ccc(OCC3CCCO3)cc2)cc1OCC (stereo not drawn)	10	0.8	98	4	-6	2	15	-2.1	-43
2	Cc1c(-n2c(SCC(N)=O)nc3ccccc3c2=O)c(=O)n(-c2ccccc2)n1C	5	-1.0	103	2	-4	25	20	0.2	0
3	Cc1ccc(NC(=O)CCSc2nc(C)cc(C)n2)cc1	9	-5.0	104	2	-1	-6	16	-5.4	-5
4	COc1ccc(S(=O)(=O)NC(CCSC)C(=O)NC2CCCCC2)cc1 (stereo not drawn)	0	-1.5	111	1	-3	8	-8	-3.2	-25
5	CCOc1cc(CNc2ncn[nH]2)ccc1OCC(=O)NC(C)(C)C	14	-3.6	88	-6	4	-6	-1	-1.3	-2
6	CCn1c(-c2ccccc2Cl)nn(CC(=O)NCCc2ccccc2)c1=S	22	-2.0	113	3	-8	3	24	-3.9	-30
7	CC(C)(C)c1ccc(C(=O)NNC(=O)c2ccccc2Br)cc1	-2	-7.4	100	1	8	-7	32	-1.4	-13
8	Cc1ccc(S(=O)(=O)NCC2CCC(C(=O)NCc3cccs3)CC2)cc1 (stereo not drawn)	15	-0.6	97	-6	-6	-6	7	-0.7	-11
9	c1nc(NC2CCCCC2)c2[nH]cnc2n1	1	-1.8	102	5	-4	4	.	-1.4	1
10	O=C1CN(C(=O)c2c(F)cccc2F)C(c2ccc(F)cc2)c2cc(Br)ccc2N1 (stereo not drawn)	5	-0.6	102	7	3	-14	9	-3.7	-30
11	CC1Oc2ccccc2C=C1C1/C(=C(/O)c2ccccc2)C(=O)C(=O)N1CCCN(C)C (stereo not drawn)	26	-1.5	98	-2	1	-5	11	1.7	-6
12	O=C(c1cc([N+](=O)[O-])cc([N+](=O)[O-])c1)N(Cc1nnc(-c2ccccc2Cl)o1)C1CC1	11	-1.7	97	-2	-8	8	9	-2.6	-4
13	COc1cc(C)ccc1OCCOCCOc1ccc(C)cc1[N+](=O)[O-]	-8	-2.0	104	-1	11	-15	40	-1.3	-19
14	CCC(=O)N1c2ccc(S(=O)(=O)CCC(=O)N3CCn4c3nc3ccccc34)cc2CC1C (stereo not drawn)	5	1.4	109	3	-9	-8	14	-1.6	1
15	O=C(Cn1c(=O)oc2ccccc21)NC(=O)NCc1ccccc1	-24	-2.1	105	3	-3	-3	12	-1.9	-1
16	CCOc1ccc(-c2nc(CS(=O)(=O)CC(=O)NCc3ccc(F)cc3)c(C)o2)cc1	10	-0.7	101	3	4	-21	6	-2.1	-40
17	Nc1nonc1-c1nc2ccccc2n1CCC(=O)O	27	-2.4	100	-2	2	1	-11	-2.6	-3
18	O=C(Nc1ccc2c(c1)CCC2)c1cc(S(=O)(=O)N2CCN(c3ccccc3)CC2)ccc1Cl	4	-0.8	87	-4	10	-2	-18	-4.5	-3
19	O=C(Nc1cccnc1)Nc1ccc2c(c1)OCO2	28	-1.9	97	-2	1	4	48	-2.0	0
20	CCOc1cccc(NC(=O)C2CCCN(S(=O)(=O)c3ccc(OC)cc3)C2)c1 (stereo not drawn)	-25	-2.4	107	4	2	-8	-10	0.1	-17
21	Cc1oc(C(=O)Nc2ccc(O)cc2)cc1COc1ccccc1	25	-1.2	105	5	1	-4	22	-2.6	-8
22	O=C(CCC(=O)NNC(=O)COc1ccc(Br)cc1)NCc1ccccc1	12	-3.1	96	-5	-7	-1	2	-3.0	-1
23	O=C(C1CCN(S(=O)(=O)c2cccc3nsnc23)CC1)N1CC=C(c2ccccc2)CC1	-10	-0.6	.	.	8	-7	15	-2.9	-23
24	O=C(CCCCCN1C(=O)c2ccccc2C1=O)Oc1ccc2c3c(c(=O)oc2c1)CCC3	26	3.3	100	0	-1	19	27	0.3	-11
25	Cc1ccc(S(=O)(=O)N2CCN(S(=O)(=O)N3CCOCC3)CC2)cc1C	14	1.3	101	0	0	25	8	-1.4	-6
26	CCOC(=O)C(Cc1ccccc1)NC(=O)CCc1nnc2ccc(N3CCOCC3)nn12 (stereo not drawn)	-1	0.0	95	-9	-1	0	9	-1.6	-43
27	COc1ccc(CNC(=O)/C(C#N)=C2\N=C(NC(=O)c3cccs3)c3ccccc32)cc1	-3	-1.7	93	0	1	-6	14	-3.0	-3
28	O=C(Nc1cccc(C(F)(F)F)c1)Oc1ccc(Cl)c2cccnc12	-2	0.1	114	8	-4	19	48*	0.0	7
29	O=C1c2cccnc2C(=O)N1Cc1cccs1	22	-0.1	102	-4	-1	2	5	-2.2	11
30	Cc1ccc(C(C)C)cc1OCCn1cncn1	8	-1.6	104	8	-5	1	-3	-1.2	-1
31	COc1ccc(OCC(=O)Nc2ccccc2-c2ccccc2)cc1	3	-0.5	89	-12	-12	-15	-7	-3.5	-19
32	O=C(Cc1n[nH]c(=O)c2ccccc12)NCc1ccccn1	20	-3.3	104	1	-8	-9	12	-2.3	-3
33	CCOC(=O)c1cnc(SCC(=O)NNC(=O)c2ccco2)nc1N	1	-1.4	102	2	-4	-1	14	-2.5	-4
34	CN1CCN(CCCNC(=O)CCN2C(=O)COc3ccccc32)CC1	.	-1.6	100	1	1	5	20	-2.5	-3
35	COc1cccc(OCC(=O)N(C)Cc2nc(-c3cccc(C)c3)no2)c1	0	-1.0	96	-8	-12	-9	11	-1.1	-36
36	COc1cc(CNCC(O)c2ccccc2)ccc1OCc1ccc(Cl)nc1 (stereo not drawn)	15	1.8	113	18	-3	-9	7	-1.0	17
37	CN(C)Cc1cccc([N+](=O)[O-])c1O	5	-2.2	103	1	2	4	-8	-2.1	1
38	Cc1ccc(C(=O)N2CCN(c3ccc(C(F)(F)F)cn3)CC2)c(C)c1	-14	-1.7	93	-4	-7	4	32	-3.4	-35
39	CCn1c(C)nc2cc(C(=O)NNC(=O)c3ccc(Cl)nc3)ccc21	-4	-2.5	97	-3	4	2	0	-3.6	1
40	COCCNC(=O)c1ccccc1NC(=O)Cc1ccccc1[N+](=O)[O-]	-18	1.0	100	0	-14	17	-16	-0.3	-1
41	O=S(=O)(NCCc1ccncc1)c1ccccc1	-13	1.7	99	0	-1	4	14	-0.2	1
42	CC1CCCCN1S(=O)(=O)c1ccc(S(=O)(=O)N2CCCC2)cc1 (stereo not drawn)	2	0.0	104	2	-8	4	14	-1.2	-23
43	O=C(N/N=C/c1ccccc1C(=O)O)c1ccccc1Br	3	-2.4	104	0	13	24	11	-2.2	-15
44	CCCC(=O)N1CCN(c2ccc([N+](=O)[O-])cc2Cl)CC1	-7	1.1	104	1	-2	-1	40	-0.7	-4
45	CCOC(=O)C1=C(N)Oc2c(oc(CO)cc2=O)C1c1c(F)cccc1Cl (stereo not drawn)	-1	2.3	105	2	-6	-4	10	-1.8	-15
46	O=C(Oc1ccc(Cl)c2cccnc12)N1CCCCCC1	25	-0.6	97	16	-6	-2	0	-2.8	-27
47	CN(C)C(=O)CCC(=O)N(C)CC1CCCN(CCc2ccc(F)cc2)C1 (stereo not drawn)	-2	0.9	101	0	0	17	14	-0.2	0
48	O=c1nc(N(c2ccccc2)c2ccccc2)[nH]c(=O)[nH]1	7	-4.2	93	-6	1	1	15	-3.4	-2

Structures listed so far that contain a furan ring, fused or not (2):
item	SMILES	SUMO HTRF inh	VIM-2 inhibitor	MEKK2 WT-MEK5	MEKK2 mut-MEK5	M18AAP inhibitor	HCV NS3 hel inh	NALP1 inh	IMP-1 inhibitor	DNA FID counter
21	Cc1oc(C(=O)Nc2ccc(O)cc2)cc1COc1ccccc1	25	-1.2	105	5	1	-4	22	-2.6	-8
33	CCOC(=O)c1cnc(SCC(=O)NNC(=O)c2ccco2)nc1N	1	-1.4	102	2	-4	-1	14	-2.5	-4

Compound profiles, as listed above:
CCn1c(C)nc2cc(C(=O)NNC(=O)c3ccc(Cl)nc3)ccc21 reads SUMO HTRF inh: -4; VIM-2 inhibitor: -2.5; MEKK2 WT-MEK5: 97; MEKK2 mut-MEK5: -3; M18AAP inhibitor: 4; HCV NS3 hel inh: 2; NALP1 inh: 0; IMP-1 inhibitor: -3.6; DNA FID counter: 1
O=C(N/N=C/c1ccccc1C(=O)O)c1ccccc1Br reads SUMO HTRF inh: 3; VIM-2 inhibitor: -2.4; MEKK2 WT-MEK5: 104; MEKK2 mut-MEK5: 0; M18AAP inhibitor: 13; HCV NS3 hel inh: 24; NALP1 inh: 11; IMP-1 inhibitor: -2.2; DNA FID counter: -15
COCCNC(=O)c1ccccc1NC(=O)Cc1ccccc1[N+](=O)[O-] reads SUMO HTRF inh: -18; VIM-2 inhibitor: 1.0; MEKK2 WT-MEK5: 100; MEKK2 mut-MEK5: 0; M18AAP inhibitor: -14; HCV NS3 hel inh: 17; NALP1 inh: -16; IMP-1 inhibitor: -0.3; DNA FID counter: -1

Bioassay records as filed in PubChem.
